High-throughput results from PubChem.
NOD1 inhibition: inhibition of NOD1-driven NF-kB reporter – cell-based, luminescence, uHTS, primary screen (AID 1578); NOD1-driven NF-kB luciferase reporter cells, luminescence; higher % means a stronger effect; inhibition, % at 4 µM, or EC50 in µM where a hit was titrated; 290,000 tested, 1% active; in the data active = inhibition mostly above about 36%, no sharp cut-off; inactive = mostly below about 34%;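 note: HEK-293T reporter cells stimulated with the NOD1 agonist gamma-tri-DAP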
LYP phosphatase: inhibitors of LYP phosphatase, biochemical, fluorescence intensity, uHTS (AID 1779). 290,000 tested, 0.054% active. recombinant LYP phosphatase, fluorescence intensity; higher % means a stronger effect. one-dose inhibition, % at 11.5 µM; IC50 in µM for titrated hits;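 note: plate controls were vehicle with enzyme for no effect and no enzyme for full effect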
KOR beta-arrestin-1: kappa opioid receptor activators – cell-based, luminescence, uHTS, primary screen (AID 1777); 280,000 tested, 0.02% active; KOR beta-arrestin recruitment, luminescence; higher % means a stronger effect; one-dose activation, % at 10 µM; EC50 in µM for titrated hits; in the data active = activation above about 50%, passing the limit was not always enough; note: a part of the inactive calls stands beside numbers as strong as those of hits
KOR beta-arrestin-2: kappa opioid receptor blockers – cell-based, luminescence, uHTS (AID 1778); 290,000 tested, 0.091% active; KOR beta-arrestin recruitment, luminescence, antagonist mode; higher % means a stronger effect; inhibition, % at 10 µM; hits with a dose series show IC50 in µM; note: strong numbers were not always called active
HIV fusion peptide: cell-free HIV fusion peptide-binding blockers – biochemical, uHTS, fluorescence dequenching, primary screen (AID 1986); cell-free peptide binding, fluorescence dequenching, 30 min; higher % means a stronger effect; inhibition, % at 20 µM; hits with a dose series show IC50 in µM; 290,000 tested, 0.3% active; in the data active = inhibition mostly above about 52%, no sharp cut-off; inactive = mostly below about 76%; note: some results filed as inactive read as strong as hits
PhoP inhibition: inhibitors of PhoP regulon expression, primary screen, Salmonella Typhimurium, GFP reporter (AID 1863). one-dose inhibition, % at 50 µM; IC50 in µM for titrated hits. 300,000 tested, 0.16% active. S. Typhimurium PhoP-regulated promoter GFP reporter, 4 h; higher % means a stronger effect;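 active = inhibition over 29.93%, a cutoff 3 SD above the screen mean, later confirmed by dose response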;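 note: 0% = low Mg2+ inducing control and 100% = high Mg2+ repressing control; strong numbers were not always called active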
NOD2 inhibition: NOD2 signaling inhibitors, cell-based, luminescence, uHTS, HEK293 (AID 1566). one-dose inhibition, % at 4 µM; EC50 in µM for titrated hits. HEK293 NOD2/NF-kB luciferase reporter, luminescence; higher % means a stronger effect. 290,000 tested, 0.63% active; note: many of its hits are not listed in these tables
SIAH1 antagonists: Siah-1 peptide-binding antagonists, primary screen, biochemical, fluorescence polarization, rhodamine-plectin, uHTS (AID 1817); Siah-1 / rhodamine-plectin peptide fluorescence polarization; higher % means a stronger effect; 290,000 tested, 0.02% active; displacement, % at 20 µM; hits with a dose series show IC50 in µM;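 active = displacement of at least 50% at 20 µM, with a fluorescence ratio check between 0.3 and a set limit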;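 note: plate controls were Siah plus tracer with DMSO for no effect and tracer alone without Siah for full effect; strong numbers were not always called active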
Myeloid diff MLP: compounds promoting myeloid differentiation. ER-HoxA9 myeloid progenitors, lysozyme-GFP differentiation, flow cytometry. calls only at 10 µM. 360,000 tested, 1% active;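 active = normalized GFP-positive differentiation at or above the plate's own cutoff, the solvent-only control mean plus 3 SD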;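 note: cells exposed to compound for four days before flow analysis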
Myeloid diff MLP GFP+ MAC1+ %: further read-out of Myeloid diff MLP, marked with its call; GFP+ MAC1+ double positive, %; measured here: differentiation confirmed by MAC1 staining
* marks the source's active call; other numbers are inactive results; i = inactive; . = no result given; [ ] = another dose, or the depositor's remark. Cut-off read from the data, not from the text of the source, unless noted: active = inhibition above about 50%; inactive = the rest. These rows are one share of the data; count on the stated rates, not on these rows.

Every second line gives: NOD1 inhibition	LYP phosphatase	KOR beta-arrestin-1	KOR beta-arrestin-2	HIV fusion peptide	PhoP inhibition	NOD2 inhibition	SIAH1 antagonists	Myeloid diff MLP	Myeloid diff MLP GFP+ MAC1+ %
CN(CC(=O)N1CCN(c2ccccc2)CC1)C1CCCc2ccccc21 (stereo not drawn)
→ -6%	-3%	-5.7%	-3%	-0.4%	5%	-10%	-3%	i	0.4
C=CCN1CCN(C(=O)c2ccc(-c3ccccc3)cc2)CC1
→ -36%	-11%	1.6%	-30%	1.1%	2%	-24%	6%	i	0.4
CCOc1ccc(Oc2ccc(Cl)cc2NC(=O)CCNC(C)=O)cc1
→ -1%	-6%	-2.7%	-4%	-0.4%	-2%	12%	4%	i	0.3
CC(C)Cc1ccc(C(C)C(=O)Nc2ccccc2O)cc1 (stereo not drawn)
→ 20%	0%	9.7%	-22%	1.6%	-11%	23%	7%	i	0.2
O=C1CC(c2ccccc2)N1c1ccccc1 (stereo not drawn)
→ 4%	-3%	0.6%	3%	-2.3%	3%	9%	6%	.	.
CCN(CC(=O)Nc1c(F)cccc1F)C(=O)CSc1nc(C)cc(C)n1
→ -11%	-8%	1.0%	18%	-1.3%	5%	-10%	-1%	i	0.6
COCCn1c(-c2ccc(SC)cc2)nc2c1c(=O)[nH]c(=O)n2CC(C)C
→ 0%	-16%	-1.1%	-21%	-1.6%	12%	6%	2%	i	0.3
C(=N\n1cnnc1)/c1ccc(N2CCOCC2)s1
→ 12%	-6%	-2.6%	-2%	-0.3%	5%	9%	-5%	i	1.8
CCSc1nnc(NC(=O)CSc2nnc(C)c(=O)n2N)s1
→ 3%	-8%	5.9%	-45%	-1.7%	-5%	21%	1%	.	.
CCn1ncc(Br)c1C(=O)Nc1c(C)nn(Cc2c(F)c(F)c(F)c(F)c2F)c1C
→ -24%	-6%	-5.3%	36%	0.7%	-6%	4%	5%	i	1.3
CCC(C)NS(=O)(=O)c1ccc(NC(C)=O)cc1 (stereo not drawn)
→ -19%	-7%	-4.1%	-10%	-1.3%	3%	19%	4%	i	1.7
O=C(COC(=O)C1CC(=O)N(c2nc(-c3ccccc3)cs2)C1)c1ccccc1 (stereo not drawn)
→ -20%	9%	3.4%	16%	1.4%	3%	-20%	0%	i	1.9
COc1cccc(OCc2cc(C(=O)N(C)CCOc3ccc(C)cc3)no2)c1
→ -45%	-7%	-2.9%	-2%	-0.9%	1%	-28%	-6%	i	3.7
CCOC(=O)c1c(NC(=O)CN2C(=O)NC3(CCCCC3C)C2=O)sc(C)c1C (stereo not drawn)
→ -21%	2%	1.8%	-10%	-2.0%	1%	28%	2%	i	1.1
CCC(C)NC(=O)NC(=O)N(C1CCCCC1)S(C)(=O)=O (stereo not drawn)
→ 11%	-3%	2.1%	-17%	0.2%	-1%	-6%	-1%	i	0.0

Every second line gives: NOD1 inhibition	LYP phosphatase	KOR beta-arrestin-1	KOR beta-arrestin-2	HIV fusion peptide	PhoP inhibition	NOD2 inhibition	SIAH1 antagonists	Myeloid diff MLP	Myeloid diff MLP GFP+ MAC1+ %
Cc1cccc(C(=O)Nc2ccccc2SCC2CSc3nc4ccccc4c(=O)n32)c1 (stereo not drawn)
→ -15%	-3%	-1.4%	-45%	-1.5%	-3%	-19%	2%	i	0.1
CCCC(=O)Nc1ccc(C(=O)Nc2cc(C(F)(F)F)ccc2Cl)cc1
→ 26%	2%	7.7%	-36%	12%	-3%	20%	12%	i	0.3
COc1cc(NC(=O)c2ccccc2Cl)ccc1NC(=O)c1cccs1
→ -63%	-1%	-0.8%	-28%	0.6%	1%	-22%	-1%	i	1.3
Cc1cccc(N(CC(=O)NC2CCCCC2)C(=O)c2ccc(C)s2)c1
→ 6%	6%	3.8%	24%	-1.3%	24%	-15%	1%	i	5.7
CC(C)(C)C(=O)OCc1cn(-c2ccc(Cl)cc2)nn1
→ 27%	-5%	-1.7%	13%	-1.3%	14%	-15%	1%	i	0.9
CN(C)CCC1CCN(c2cc(C#N)c(C#N)cc2[N+](=O)[O-])CC1
→ -34%	3%	-2.8%	12%	-2.0%	2%	7%	8%	i	0.5
COc1ccccc1NS(=O)(=O)c1cccc2nsnc12
→ -7%	-3%	1.1%	-1%	-2.6%	6%	5%	-2%	i	0.7
CCCCCc1cc(=O)oc2c(C(CCN3CCCC3)c3cc(OC)c(OC)c(OC)c3)c(OC)cc(OC)c12 (stereo not drawn)
→ 6%	-8%	9.9%	8%	0.8%	-4%	4%	-6%	i	5.6
COc1cc(/C=C(/C#N)c2ccc(C)cc2)ccc1Oc1ccc([N+](=O)[O-])cn1
→ -13%	4%	-1.9%	-5%	-0.5%	-7%	-37%	2%	i	1.9
CCOC(=O)[C@H]1[C@H]2COc3cc(OC)ccc3[C@@H]2N2C(=O)N(c3ccc(Cl)cc3)C(=O)[C@@]12C
→ -16%	2%	5.4%	-12%[20 µM]	-1.2%	2%	-2%	-4%	i	1.4
CCOC(=O)CSc1nnc(CNC(=O)c2ccc(S(=O)(=O)N3CCOCC3)cc2)n1C
→ -24%	-9%	-3.0%	7%	2.7%	-1%	-1%	5%	i	0.4
COc1cc(CNc2ccc(CNc3ncn[nH]3)cc2)cc(Cl)c1OCc1ccccc1
→ -10%	-1%	3.6%	23%	-1.6%	-1%	-75%	-11%	i	0.7
COc1cccc(NC(=O)CCSc2ccc(C)cc2)c1
→ -34%	1%	9.2%	12%	1.5%	-4%	-14%	-4%	i	1.1
CCOC(=O)C1=C(C)NC(C)=C(C(=O)OCC)C1c1sccc1C
→ .	1%	4.9%	-20%	-3.3%	-5%	12%	0%	i	0.9
COCCn1nnnc1C(c1cccc(OC)c1OC)N1CCN(C(=O)c2ccco2)CC1 (stereo not drawn)
→ -23%	-1%	-1.5%	28%	2.2%	-5%	-4%	5%	.	.

Every second line gives: NOD1 inhibition	LYP phosphatase	KOR beta-arrestin-1	KOR beta-arrestin-2	HIV fusion peptide	PhoP inhibition	NOD2 inhibition	SIAH1 antagonists	Myeloid diff MLP	Myeloid diff MLP GFP+ MAC1+ %
CC(=O)Nc1ccc(N2C(=O)CSC2c2cccc(Br)c2)cc1 (stereo not drawn)
→ 9%	-11%	-8.4%	-6%	0.7%	4%	15%	-4%	i	0.3
Cc1ccc(-c2nn3cnnc3c3ccccc23)cc1
→ -36%	-4%	3.1%	-20%	0.6%	5%	8%	-1%	i	0.2
CCOC(=O)Cc1nnc(NC(=O)c2ccccc2OC)s1
→ -19%	-6%	-6.5%	3%	-0.2%	-1%	6%	3%	i	0.3
CCN(CC)CCCCOc1ccccc1OC
→ -15%	-2%	-0.2%	4%	2.1%	16%	-7%	6%	i	0.5
CCOC(=O)C1CCCN(C(=O)c2ccccc2NC(C)=O)C1 (stereo not drawn)
→ -46%	7%	-0.1%	-10%	0.2%	8%	-25%	1%	i	0.5
O=C(O)CCCNS(=O)(=O)c1ccc2ccccc2c1
→ -10%	11%	13%	-19%	2.6%	-21%	-9%	-1%	i	1.1
COc1ccc(-c2cc(-c3ccccc3)nc(SCC(=O)Nc3nccs3)c2C#N)cc1
→ -38%	0%	-3.2%	-22%	10%	-5%	-36%	9%	i	0.5
Cn1c(=O)[nH]c(=O)c2[nH]c(NCCCN3CCOCC3)nc21
→ 9%	-3%	-3.1%	15%	-2.9%	0%	11%	-1%	i	1.0
CCOC(=O)C(C)Sc1nnc(NC(=O)c2ccc3c(c2)OCO3)s1 (stereo not drawn)
→ -32%	-1%	-1.4%	10%	-0.5%	-2%	15%	-6%	.	.
COc1ccc(C(=O)N2CCN(CC(=O)N3CCOCC3)CC2)cc1
→ 33%	-13%	-3.0%	-25%[20 µM]	-0.1%	-1%	0%	-9%	i	1.2
O=C(COc1cccnc1[N+](=O)[O-])NCCc1ccc(F)cc1
→ -12%	-4%	-4.8%	-22%[20 µM]	0.5%	2%	10%	1%	i	0.3
COc1ccc(S(=O)(=O)N2CC(C(=O)O)Oc3ccccc32)cc1 (stereo not drawn)
→ 8%	-8%	-0.6%	-11%	3.3%	-7%	3%	2%	i	0.4
c1ccc(-c2csc3ncnc(NCC4COc5ccccc5O4)c23)cc1 (stereo not drawn)
→ 75%*	-3%	-3.5%	-15%	-1.1%	22%	46%	7%	i	1.1
Cc1nn(Cc2ccccc2)c(C)c1CCC(=O)O
→ .	-5%	-0.7%	19%	1.7%	-4%	4%	1%	i	1.0
COc1cccc(NC(=O)COC(=O)Cc2ccc(Br)cc2)c1
→ -13%	-1%	-3.9%	2%	0.6%	-5%	14%	2%	i	0.8

Every second line gives: NOD1 inhibition	LYP phosphatase	KOR beta-arrestin-1	KOR beta-arrestin-2	HIV fusion peptide	PhoP inhibition	NOD2 inhibition	SIAH1 antagonists	Myeloid diff MLP	Myeloid diff MLP GFP+ MAC1+ %
O=C(N/N=C/c1ccccc1O)C1(O)c2ccccc2-c2ccccc21
→ -42%	-6%	2.0%	0%	0.2%	8%	-21%	-9%	i	1.8
CC(=O)OCC1OC(OCc2cn(C[C@H]3CC[C@@H]([C@@H]4CC[C@H](Cn5cc(COC6OC(COC(C)=O)C(OC(C)=O)C(OC(C)=O)C6OC(C)=O)nn5)O4)O3)nn2)C(OC(C)=O)C(OC(C)=O)C1OC(C)=O (stereo partly drawn)
→ -16%	-14%	-5.3%	-4%[20 µM]	-0.1%	.	16%	13%	i	2.2
Cc1oc(S(=O)(=O)N2CCOCC2)cc1C(=O)Nc1ccc(F)cc1
→ -9%	-7%	2.7%	4%	-2.4%	-11%	11%	5%	i	0.5
CS(=O)(=O)Nc1ccc(C2=NN(C(=O)CCCC(=O)O)C(c3cccs3)C2)cc1 (stereo not drawn)
→ -4%	-6%	0.0%	24%	1.3%	9%	1%	-2%	i	0.3
Cc1cccc(C(=O)NC(=S)N2CCN(C)CC2)c1
→ 16%	-10%	-2.1%	-13%	-0.8%	3%	14%	0%	i	8.3
O=S(=O)(NC1c2cccc3cccc(c23)C1Sc1ncccn1)c1ccccc1 (stereo not drawn)
→ 2%	-2%	-0.5%	-12%	1.8%	-10%	2%	3%	i	0.5
CC1(C)CC2CC(C)(CN2C(=O)COC(=O)CNC(=O)c2ccc(Cl)c(Cl)c2)C1 (stereo not drawn)
→ -13%	-4%	2.8%	20%	-0.5%	-8%	-2%	2%	i	0.5
O=C(Nc1nnc(C2CC2)o1)c1ccc(S(=O)(=O)N2CCCc3ccccc32)cc1
→ 36%	2%	6.7%	-25%	-0.9%	18%	27%	-9%	i	5.5
CCC(CC)=NNc1ccc(S(N)(=O)=O)cc1[N+](=O)[O-]
→ -3%	-2%	-4.5%	26%	-2.8%	2%	6%	0%	i	0.4
CC(c1ccccc1)n1c(CO)nc2ccccc21 (stereo not drawn)
→ -18%	-7%	-1.9%	-33%[20 µM]	-0.4%	1%	1%	-2%	i	0.4

Limited to NOD2 inhibition, HIV fusion peptide and NOD1 inhibition, for 3 of the compounds above:
molecule | NOD2 inhibition | HIV fusion peptide | NOD1 inhibition
Cc1oc(S(=O)(=O)N2CCOCC2)cc1C(=O)Nc1ccc(F)cc1 | 11% | -2.4% | -9%
CS(=O)(=O)Nc1ccc(C2=NN(C(=O)CCCC(=O)O)C(c3cccs3)C2)cc1 (stereo not drawn) | 1% | 1.3% | -4%
Cc1cccc(C(=O)NC(=S)N2CCN(C)CC2)c1 | 14% | -0.8% | 16%
